SSB-PriA inh: blocks PriA binding to SSB C-terminal tail; AlphaScreen SSBct-PriA binding, biotinylated peptide; inhibition, % at 33 µM; actives 0.6% (n = 430,000); in the data active = inhibition mostly above about 37%, no sharp cut-off; inactive = mostly below about 20%;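 note: plate controls were negative control peptide for no effect and reference peptide for full effect; strong numbers were not always called active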
SARS 3CLpro inh: SARS-CoV 3CLpro protease inhibition. P0C6X7. recombinant SARS-CoV 3CLpro, quenched FRET peptide cleavage. inhibition, % at 6 µM. actives 0.14% (n = 290,000); in the data active = inhibition above about 12%
CCHFV vOTU inh: CCHFV vOTU protease inhibition. inhibition, % at 11.5 µM. actives 0.55% (n = 370,000). Pep-AMC fluorescence; in the data active = inhibition above about 30%; note: 0% = vehicle wells with enzyme and 100% = no enzyme wells
BoNT F protease: blocks Botulinum neurotoxin F light chain protease | Multiplex microsphere protease cleavage assay, flow cytometry | actives 0.22% (n = 360,000) | inhibition, % at 10 µM | AID 588497; in the data active = inhibition above about 35%, passing the limit was not always enough; inconclusive = no clear call, values can overlap the other calls; note: plate controls were buffer without enzyme for full effect and enzyme alone for no effect
PrPC surface inh: inhibitors of human cell surface prion protein PrPC | P04156 | TR-FRET read-out | inhibition, % at 13.8 µM | actives 0.43% (n = 370,000) | AID 720596; in the data active = inhibition above about 24%; note: 0% = median of the test wells and 100% = reference compound wells
Rv3671c protease: inhibits the M. tuberculosis serine protease Rv3671c. inhibition, % at 5.96 µM. P9WHR9. actives 0.048% (n = 320,000); in the data active = inhibition above about 38%;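 note: extracellular domain of Rv3671c used as enzyme; 0% = enzyme with DMSO and 100% = no enzyme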
DUSP3 inh: DUSP3 (human) phosphatase inhibition; actives 0.52% (n = 290,000); inhibition, % at 13.3 µM; recombinant VHR phosphatase, pNPP absorbance; in the data active = inhibition above about 50%; note: some compounds called inactive have numbers as strong as hits
Anthrax LF inh2: blocks Bacillus anthracis lethal factor protease. P15917. multiplex microsphere protease cleavage assay, LF. inhibition, % at 10 µM. actives 0.12% (n = 360,000). AID 588501; note: plate controls were buffer without enzyme for full effect and enzyme alone for no effect
Target sequence (P15917 whole entry, looked up): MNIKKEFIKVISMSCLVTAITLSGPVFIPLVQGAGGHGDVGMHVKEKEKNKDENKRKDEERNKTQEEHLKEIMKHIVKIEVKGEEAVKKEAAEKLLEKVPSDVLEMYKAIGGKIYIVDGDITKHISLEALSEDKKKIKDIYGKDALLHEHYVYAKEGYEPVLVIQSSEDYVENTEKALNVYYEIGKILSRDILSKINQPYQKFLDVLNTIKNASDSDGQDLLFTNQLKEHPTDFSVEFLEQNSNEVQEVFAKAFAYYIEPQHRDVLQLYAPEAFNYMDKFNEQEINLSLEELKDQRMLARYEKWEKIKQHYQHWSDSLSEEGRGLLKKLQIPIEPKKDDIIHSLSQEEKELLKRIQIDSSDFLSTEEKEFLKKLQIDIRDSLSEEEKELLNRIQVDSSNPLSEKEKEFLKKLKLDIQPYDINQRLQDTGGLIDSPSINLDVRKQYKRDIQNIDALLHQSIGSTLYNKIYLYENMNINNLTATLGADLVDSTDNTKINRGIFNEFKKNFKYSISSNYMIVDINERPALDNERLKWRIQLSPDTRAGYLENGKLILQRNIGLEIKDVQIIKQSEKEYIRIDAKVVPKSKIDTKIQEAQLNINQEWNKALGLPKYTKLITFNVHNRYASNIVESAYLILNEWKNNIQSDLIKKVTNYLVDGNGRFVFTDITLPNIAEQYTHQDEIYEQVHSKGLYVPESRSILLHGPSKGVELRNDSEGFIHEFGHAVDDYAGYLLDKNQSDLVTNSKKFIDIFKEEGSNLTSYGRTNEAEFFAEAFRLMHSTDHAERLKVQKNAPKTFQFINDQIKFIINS
MazEF act: MazEF (E. coli) toxin RNase activation; FAM/BHQ RNA-DNA oligo cleavage fluorescence, 5 h; activation, % at 20 µM; actives 0.32% (n = 350,000); AID 504720; in the data active = activation above about 50%
Target sequence (P0AE70 whole entry, looked up): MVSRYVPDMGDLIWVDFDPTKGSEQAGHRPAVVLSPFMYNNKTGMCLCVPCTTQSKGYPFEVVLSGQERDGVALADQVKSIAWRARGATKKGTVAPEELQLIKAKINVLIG
BoNT-A LC inh2: inhibitors of Botulinum neurotoxin A light chain protease. multiplex microsphere protease substrate cleavage, flow cytometry. inhibition, % at 10 µM. actives 0.17% (n = 360,000). AID 588499; note: plate controls were buffer without enzyme for full effect and enzyme alone for no effect
Starred values were filed as active, the others as inactive; ? = inconclusive; . = not tested or not shown; & = joins results of further samples. Cut-off read from the data, not from the text of the source, unless noted: active = inhibition above about 30%; inconclusive = no clear call, values can overlap the other calls; inactive = below that. Only part of the results is shown, so the mix of outcomes need not match the whole.

SMILES | SSB-PriA inh | SARS 3CLpro inh | CCHFV vOTU inh | BoNT F protease | PrPC surface inh | Rv3671c protease | DUSP3 inh | Anthrax LF inh2 | MazEF act | BoNT-A LC inh2
Nc1nnc(SCC(=O)Nc2cc(F)ccc2F)s1 | -10.8 | . | -5.9 | . | 2.8 | -5.8 | . | . | 5.0 | .
COC(=O)[C@H]1C[C@@H]1[C@H](NC(=O)c1cccnc1)c1ccccc1 | -14.9 | . | -1.9 | -4.9 | -7.6 | 2.4 | . | -5.4 | 7.5 | -0.2
COc1ccc(C(=O)C2CCCN(C(=O)Cn3nc(C)nc3C)C2)cc1F (centres undefined) | . | . | -4.6 | -2.1 | -2.0 | . | . | 5.1 | 6.2 | -0.2
O=C(NCCC1=CCCCC1)C1CCC(=O)N(Cc2cccc(C(F)(F)F)c2)C1 (centres undefined) | -4.4 | -0.9 | 7.0 | 1.2 | -4.4 | 6.8 | 16.3 | -0.1 | -2.2 | -0.6
Cc1cccc(C(=O)NC(C)c2ccc(-n3ccnc3)cc2)c1C (centres undefined) | 3.3 | 0.9 | 4.9 | -15.5 | -10.9 | 8.6 | 17.9 | -4.0 | 5.5 | -2.5
CC(=O)NC(C)c1ccc(C(=O)CSc2nnc(C3CC3)n2C2CC2)cc1 (centres undefined) | 0.7 | . | 8.4 | -3.7 | 8.2 | -1.6 | . | -2.9 | 5.2 | 0.8
C[C@H](NC(N)=O)C(=O)Nc1ccc(N2CCOCC2)c(S(=O)(=O)Nc2ccc(Cl)cc2)c1 | 7.7 | . | 4.0 | -1.5 | 2.5 | -5.8 | . | -4.9 | 6.9 | -0.1
O=C(NNC1=NS(=O)(=O)c2ccccc21)c1ccc([N+](=O)[O-])cc1 | -0.1 | 0.3 | 13.5 | -8.3 | -20.2 | 3.8 | 8.0 | -5.7 | 9.1 | -3.4
C(=N\n1cnnc1SCc1ccccc1)/c1ccco1 | . | 2.5 | 1.2 | -5.7 | -6.5 | 5.4 | 26.3 | 10.5 | 4.6 | 0.1
Cc1onc(-c2ccccc2)c1C(=O)N(C)CC(=O)Nc1ccc(F)c(F)c1F | -9.5 | . | 1.5 | -1.3 | 0.3 | -1.4 | . | -4.4 | -2.2 | -0.2
CCCCN(C)C(=O)c1sc(=O)n(Cc2c(C)noc2C)c1C | . | . | 1.4 | -11.1 | -2.5 | . | . | 1.1 | . | -0.8
CCOC(=O)C1=C(CN2CCN(C(=O)OCC)CC2)NC(=O)NC1c1ccc2c(c1)OCO2 (centres undefined) | 10.1 | 4.4 | 4.4 | -5.3 | -0.9 | 5.7 | 29.4 | -5.4 | 3.9 | -0.9
O=C(CSc1oc(-c2ccccc2)nc1S(=O)(=O)c1ccc(F)cc1)NCC1CCCO1 (centres undefined) | -5.6 | -9.2 | -15.7 | -6.5 | 1.1 | -5.6 | -13.2 | -10.1 | 1.3 | -1.2
CC(C)(C)OC(=O)NC(CC(=O)OCc1ccccc1)C(=O)O (centres undefined) | -3.7 | 1.3 | -9.2 | -0.2 | 4.6 | -6.6 | 9.5 | -11.3 | 2.0 | -0.2
O=C(O)CC(CN1C(=O)c2ccccc2C1=O)c1ccccc1 (centres undefined) | 1.2 | . | -6.2 | -7.5 | -5.8 | 4.7 | . | -3.1 | 13.6 | 0.2
Cn1c(CN2CCOCC2)c(C#N)c2ccccc21 | -11.9 | 1.2 | 6.7 | 9.7 | 3.9 | -6.4 | -22.5 | -8.5 | 47.7 | 7.7
CN(c1ccc(C(=O)NCc2ccc3c(c2)OCO3)cc1)S(C)(=O)=O | -16.7 | -7.8 | -4.2 | 3.4 | 2.9 | -3.0 | 8.3 | -0.1 | 0.5 | 2.9
Cc1ccc(S(=O)(=O)NNC(=O)c2ccoc2C)cc1 | 1.9 | 3.9 | -3.8 | -1.1 | 7.8 | -5.2 | 0.0 | -5.6 | 10.3 | -0.9
COc1ccc(/C=N/Nc2ccccn2)c(OC)c1OC | . | 1.7 | -4.4 | 0.3 | -0.4 | 5.8 | 9.1 | 2.4 | 2.8 | -0.5
O=C(NC1CC1)c1sc2cc(Cl)ccc2c1Cl | -15.9 | . | -3.1 | -2.7 | -1.1 | -8.3 | . | -0.2 | 7.4 | -0.2
Cc1cc(S(=O)(=O)Nc2nc(CN3CCOCC3)nc3sc4c(c23)CCC4)ccc1F | -4.9 | . | 0.2 | -5.4 | -5.5 | 2.3 | . | 0.0 | -22.7 | -0.6
CC1CCN(S(=O)(=O)c2cc(C(=O)N3CCN(c4ccccc4)CC3)ccc2Br)CC1 | . | . | 3.1 | -6.9 | 8.3 | . | . | 4.1 | 5.4 | -0.3
COc1cc(C(=O)Nc2ccc3c(c2)nc(C)n3C)cc(OC)c1OC | -12.9 | -0.6 | -14.0 | ? | 8.2 | 1.0 | 4.1 | -1.3 | 0.2 | 1.8
CC(=O)N1CCc2cc(Br)cc(S(=O)(=O)N3CCc4ccccc43)c21 | -14.6 | 1.6 | -6.7 | -1.9 | 2.0 | -0.1 | -1.8 | 0.3 | 4.6 | 0.4
C(=C\CSc1ncn[nH]1)/CSc1ncn[nH]1 | -0.9 | 2.4 | 9.1 | 8.1 | -6.2 | -20.5 | 11.9 | -1.3 | 0.5 | 4.2
The results go on:
SMILES | SSB-PriA inh | SARS 3CLpro inh | CCHFV vOTU inh | BoNT F protease | PrPC surface inh | Rv3671c protease | DUSP3 inh | Anthrax LF inh2 | MazEF act | BoNT-A LC inh2
Cc1ccc(/C(=C\CN2CCCC2)c2ccccn2)cc1 | -13.1 | . | -3.8 | -8.8 | -8.4 | -4.5 | 14.2 | 1.3 | -4.3 | 0.3
NS(=O)(=O)c1ccc(NC(=O)c2c(F)cccc2Cl)cc1 | -7.6 | 0.5 | -13.1 | -4.2 | 1.8 | 8.0 | 20.1 | -9.4 | 1.8 | 0.1
CC(C)c1ccc(NC2CCCN(C(=O)c3cnsn3)C2)cc1 (centres undefined) | 16.9 | -2.4 | 17.6 | -11.9 | -1.1 | 0.0 | 21.8 | -1.9 | 0.8 | 2.0
CCCN1CCN(C(=O)Cn2nc(CC)n3c(cc4sccc43)c2=O)CC1 | -5.6 | 2.0 | -3.6 | -11.6 | -4.9 | -4.2 | 25.2 | -5.8 | 0.7 | -0.9
O=C(CN1CCOCC1)Nc1ccc(NC(=O)CN2CCOCC2)c(Cl)c1 | -3.6 | -3.3 | -7.2 | -14.9 | 2.1 | -0.8 | 11.7 | -15.3 | 6.6 | 0.3
Cc1cc(C)c2nc(-c3cccnc3)cc(C(=O)Nc3ccc(S(=O)(=O)Nc4onc(C)c4C)cc3)c2c1 | 12.4 | 7.3 | 23.8 | -0.3 | 3.5 | -4.2 | 5.6 | 0.1 | 16.0 | -0.5
O=C(Nc1ccc(C(=O)O)cc1)/C(=C/c1ccc2c(c1)OCO2)NC(=O)c1cccc(Br)c1 | -19.6 | 3.3 | 9.8 | 5.4 | -7.4 | 0.9 | 10.3 | 1.6 | -2.6 | 0.3
O=C(Cc1ccc(Cl)cc1)N1CCc2ccccc2C1 | -13.2 | . | -9.3 | 28.6 | 1.1 | 3.0 | . | 5.6 | -1.4 | 4.1
COc1cccc(C2=NOC(C(=O)N3CCN(C(=O)c4ccco4)CC3)C2)c1 (centres undefined) | 0.7 | -1.2 | -2.2 | 1.0 | -4.5 | 0.1 | -1.0 | -5.5 | 1.5 | -0.2
COc1ccc(/C=N/NC(=O)c2cc3c(ccc4ccccc43)o2)cc1OC | . | -8.6 | -47.6 | -1.9 | -1.3 | . | 1.8 | -1.3 | -2.0 | 0.2
Cc1ccc(NC(=O)COC(=O)C2=COCCO2)cc1 | -9.3 | -1.3 | -0.5 | 4.0 | -3.3 | -3.7 | 9.5 | -3.3 | 4.3 | 0.0
CCCCN(C(=O)c1cc(S(=O)(=O)N2CCCCC2)ccc1Cl)c1c(N)n(CC(C)C)c(=O)[nH]c1=O | -23.0 | . | -1.3 | -2.3 | 4.8 | . | . | -4.0 | 1.6 | 0.0
Cc1ccc(S(=O)(=O)N2CC=C(c3ccc(F)cc3)CC2)cc1 | -20.6 | 0.2 | 9.2 | -5.6 | 5.8 | -12.6 | 4.0 | -0.4 | 7.0 | -0.5
Cc1ccc(/C=C/C(=O)NCc2ccccn2)o1 | -4.9 | -0.9 | 1.5 | 1.5 | -3.3 | -2.5 | 7.4 | -2.5 | 6.7 | 0.4
CSc1nnc(-c2ccccc2Cl)n1N | -17.5 | -5.0 | 11.5 | -7.4 | -6.9 | 9.1 | 36.9 | 0.9 | 0.9 | -0.4
O=C(Cc1ccc(Br)cc1)NCCc1ccccc1 | -1.1 | . | 0.9 | ? | 2.0 | 5.6 | . | 25.7 | 7.0 | 1.8
CCS(=O)(=O)N1CCCC(C(=O)NCCN2CCC(Cc3ccccc3)CC2)C1 (centres undefined) | -16.8 | -1.1 | 9.7 | 8.9 | 7.9 | -6.4 | 17.8 | -4.2 | 10.4 | -0.9
CCOC(=O)CSc1nnc(-c2ccco2)n1-c1ccc(C)cc1 | -8.2 | -4.3 | -10.9 | 13.4 | -1.8 | 3.3 | 26.7 | -2.4 | 9.1 | 0.2
CC1Sc2ccc(S(=O)(=O)CCC(=O)NCc3ccc(Cl)cc3)cc2NC1=O (centres undefined) | 0.2 | 12.0 | 1.9 | -1.5 | 4.5 | -1.5 | -1.9 | 2.9 | -2.2 | 1.9
Nc1nnc(SCC(=O)NCc2ccc3c(c2)OCO3)s1 | 0.9 | 5.5 | 6.6 | -2.7 | -3.3 | 9.2 | 6.3 | -4.6 | 1.6 | -0.5
O=C(CC1Nc2ccccc2NC1=O)NCc1cccnc1 (centres undefined) | -9.0 | -2.2 | 1.7 | 3.1 | -2.9 | 4.9 | 32.2 | 1.4 | -1.5 | 0.6
COc1cc2[nH]c(=S)nc(NCC3CCCO3)c2cc1OC (centres undefined) | -4.8 | 3.2 | -0.9 | 18.8 | 2.0 | -8.5 | 30.7 | -0.7 | 8.0 | 1.2
CCOC(=O)c1sc(NC(=O)CSc2n[nH]c(-c3ccc(Cl)cc3Cl)n2)c(C#N)c1C | -10.3 | -0.5 | -2.5 | -2.2 | 2.2 | 4.8 | 13.2 | 0.2 | 0.9 | ?
COC(=O)CSC1=NN1c1cc(C)nc(N)n1 | 2.3 | 1.7 | -12.0 | -2.9 | 3.0 | 2.6 | 12.0 | -0.2 | 3.8 | -0.1
O=C(CSC1=NCCS1)N1CCc2ccccc21 | 6.1&-3.0 | -5.1 | 3.4 | -16.8 | 10.4 | 1.8 | 8.5 | 0.6 | 9.5 | 0.0
O=C(O)c1cccc(NC2=C(Cl)C(=O)c3ccccc3C2=O)c1 | -9.6 | 5.2 | 25.8 | -1.7 | -16.5 | . | 14.7 | -0.4 | 2.8 | -1.2
Cc1cc2c3c([nH]c2cc1S(=O)(=O)NCCCOC(C)C)CC(C)(C)CC3=O | -1.6 | -2.9 | 10.6 | -19.0 | 9.5 | 2.7 | 18.2 | -3.4 | 6.2 | -11.3
Cc1cc(OCC(=O)N2CCC(C(=O)O)(c3ccccc3)CC2)c2c(C)cc(=O)oc2c1 | -4.5 | 5.9 | -12.2 | -2.7 | -3.8 | -9.8 | 4.3 | -5.9 | -23.7 | -0.3
Cc1noc(C)c1C(=O)Nc1ccccc1N1CCOCC1 | -10.9 | . | 2.4 | -7.8 | -11.5 | -5.9 | . | -3.3 | -0.8 | -0.2

Limited to MazEF act, CCHFV vOTU inh and SSB-PriA inh (four entries from above):
SMILES	MazEF act	CCHFV vOTU inh	SSB-PriA inh
O=C(NCCC1=CCCCC1)C1CCC(=O)N(Cc2cccc(C(F)(F)F)c2)C1 (centres undefined)	-2.2	7.0	-4.4
Cc1cccc(C(=O)NC(C)c2ccc(-n3ccnc3)cc2)c1C (centres undefined)	5.5	4.9	3.3
CC(=O)NC(C)c1ccc(C(=O)CSc2nnc(C3CC3)n2C2CC2)cc1 (centres undefined)	5.2	8.4	0.7
C[C@H](NC(N)=O)C(=O)Nc1ccc(N2CCOCC2)c(S(=O)(=O)Nc2ccc(Cl)cc2)c1	6.9	4.0	7.7

Source: PubChem BioAssay (several laboratories)
